# ATG4B inhibitor = ATG4B protease inhibitors, primary screen, biochemical, fluorescence, uHTS; ATG4B cleavage of LC3-PLA2, NBD-HPC fluorescence, 1 h; inhibition, % at 8.33 µM; 0.51% of 340,000 active; AID 504462, 2011; in the data active = inhibition above about 40%
# hIAP inh = human IAP inhibitors, primary screen, biochemical, luminescence, uHTS | Intestinal-type alkaline phosphatase (Homo sapiens), P09923 | purified IAP, CDP-Star luminescence, 30 min | inhibition, % at 10 µM | 0.12% of 330,000 active | AID 2544, 2010;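 active = inhibition reaching a set limit with compound at 10 µM in the primary screen, cut at about 35% in these data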;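 also: plate controls were DMSO wells with enzyme for no effect and no-enzyme buffer wells for full effect; values of inactives mirror those of a sister screen read the other way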
# hIAP activ = human IAP activators, primary screen, biochemical, luminescence, uHTS | Intestinal-type alkaline phosphatase (Homo sapiens), P09923 | purified human IAP, CDP-Star luminescence, 30 min; stronger effect = higher value; 1 = vehicle-only enzyme, 0 = enzyme-free background | activation factor at 10 µM | 0.16% of 330,000 active | AID 2524, 2010;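 active = activation factor of the enzyme at least 2-fold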; also: the source names both 10 and 20 µM as test concentration; values of inactives mirror those of a sister screen read the other way
# TIM10 inh = growth inhibitors of isogenic TIM10 control yeast, primary screen, counter-screen for tim10-1 yeast inhibitor project, luminescence, uHTS. inhibition, % at 10 µM. 1.4% of 330,000 active. AID 463195, 2010. S. cerevisiae TIM10 strain growth, BacTiter-Glo luminescence, 24 h;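 active = inhibition of 40% or more at the single tested concentration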;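 also: wild-type TIM10 isogenic control strain grown at permissive 25 °C; 0% = DMSO yeast wells and 100% = minimal medium wells without yeast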
# mIAP inh = inhibitors of mouse IAP, primary screen, biochemical, luminescence, uHTS; purified mouse IAP, CDP-Star luminescence, 30 min; inhibition, % at 10 µM; intestinal alkaline phosphatase [Mus musculus]; 0.2% of 330,000 active;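 active = inhibition of at least 40% at 10 µM in the primary screen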;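 also: plate controls were DMSO with enzyme for no effect and no enzyme wells for full effect; values of inactives mirror those of a sister screen read the other way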
# tim10-1 inh = growth inhibitors of tim10-1 mutant yeast, primary screen, luminescence, uHTS. S. cerevisiae tim10-1 ts strain growth, BacTiter-Glo, 24 h. AID 463190, 2010. inhibition, % at 20 µM. 2.2% of 330,000 active;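 active = inhibition of at least 40%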;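 also: mutant grown at 25 °C; 0% = DMSO wells with yeast and 100% = wells holding no yeast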
# Apaf-1 inh = inhibitors of human Apaf-1 apoptosome, primary screen, biochemical, DEVD-Rh110 fluorescence, uHTS; Apoptotic protease-activating factor 1 (Homo sapiens), O14727; inhibition, % at 20 µM; reconstituted apoptosome caspase-3 activity; 0.71% of 330,000 active; active = inhibition of at least 40% at 20 µM;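 also: plate controls were DMSO wells for no effect and DEVD-CHO caspase inhibitor wells for full effect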
# Target sequence (O14727 whole entry, looked up): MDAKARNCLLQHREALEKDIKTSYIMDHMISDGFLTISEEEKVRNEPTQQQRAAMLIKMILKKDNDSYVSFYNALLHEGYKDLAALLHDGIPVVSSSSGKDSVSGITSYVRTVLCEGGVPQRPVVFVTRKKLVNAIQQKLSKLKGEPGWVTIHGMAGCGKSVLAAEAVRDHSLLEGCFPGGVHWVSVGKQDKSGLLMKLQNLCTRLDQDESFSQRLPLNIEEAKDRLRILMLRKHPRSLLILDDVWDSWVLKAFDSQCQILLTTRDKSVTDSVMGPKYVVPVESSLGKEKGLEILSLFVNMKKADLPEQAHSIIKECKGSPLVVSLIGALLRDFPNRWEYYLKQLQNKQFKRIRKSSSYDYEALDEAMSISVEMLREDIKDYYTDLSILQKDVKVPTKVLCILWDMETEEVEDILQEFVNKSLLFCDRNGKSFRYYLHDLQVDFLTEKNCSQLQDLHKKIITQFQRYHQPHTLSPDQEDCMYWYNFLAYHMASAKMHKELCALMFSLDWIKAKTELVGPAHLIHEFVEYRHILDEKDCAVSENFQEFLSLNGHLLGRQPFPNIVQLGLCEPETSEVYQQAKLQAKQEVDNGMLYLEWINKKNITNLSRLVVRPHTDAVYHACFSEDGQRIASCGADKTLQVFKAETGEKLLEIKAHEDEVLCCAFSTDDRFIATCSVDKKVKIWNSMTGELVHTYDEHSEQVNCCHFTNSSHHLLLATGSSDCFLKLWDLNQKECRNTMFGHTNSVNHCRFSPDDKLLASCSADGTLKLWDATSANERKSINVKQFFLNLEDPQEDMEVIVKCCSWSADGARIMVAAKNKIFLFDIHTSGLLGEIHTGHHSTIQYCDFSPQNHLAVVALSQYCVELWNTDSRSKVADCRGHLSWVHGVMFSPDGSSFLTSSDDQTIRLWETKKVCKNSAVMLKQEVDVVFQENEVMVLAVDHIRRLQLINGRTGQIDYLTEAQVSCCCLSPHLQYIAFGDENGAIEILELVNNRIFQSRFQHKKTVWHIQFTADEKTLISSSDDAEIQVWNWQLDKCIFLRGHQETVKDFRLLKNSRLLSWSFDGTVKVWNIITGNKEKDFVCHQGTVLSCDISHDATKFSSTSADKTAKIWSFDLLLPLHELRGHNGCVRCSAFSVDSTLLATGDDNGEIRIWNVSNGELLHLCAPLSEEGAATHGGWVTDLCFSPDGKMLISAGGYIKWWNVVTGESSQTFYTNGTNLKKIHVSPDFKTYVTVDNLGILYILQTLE
#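 Material: cell-free apoptosome with Apaf-1, procaspase-3 and caspase-9; Buffer or medium: Hepes pH 7.5 with detergent and BSA; Reagent: cytochrome c trigger plus (Z-DEVD)2-Rh110 caspase-3 substrate; Times: compound with Apaf-1, dATP, procaspase-3 30 min, then 50 min reaction, room temperature; Technique: Rh110 fluorescence intensity.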
# mIAP act = activators of mouse IAP, primary screen, biochemical, luminescence, uHTS; intestinal alkaline phosphatase [Mus musculus]; muIAP, CDP-Star luminescence, 30 min; stronger effect = higher value; 1 = vehicle-only enzyme signal, 0 = enzyme-free wells; activation factor at 10 µM; 0.24% of 330,000 active; AID 2805, 2010;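 active = activation factor of at least 2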; also: the source names both 10 and 20 µM as test concentration; values of inactives mirror those of a sister screen read the other way
#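 System: Mouse IAP enzyme | Also added: CDP-Star substrate | Dosing: Compounds dispensed in DMSO | Schedule: 30 min enzyme-substrate-compound incubation at room temperature | Technique: Chemiluminescence readout | Control set: DMSO-only wells and no-enzyme negative control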
# NALP3 yeast inh = NALP3 inflammasome inhibitors in reconstituted yeast, primary screen, luminescence, uHTS. Yeast reconstituted NLRP3/ASC/caspase-1, beta-gal luminescence, 24 h. inhibition, % at 10 µM. 0.39% of 330,000 active;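 active = inhibition of 50% or more; inactive = inhibition below 50%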;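 also: plate controls were induced DMSO wells for no effect and uninduced yeast grown without galactose for full effect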
# Starred values were filed as active, the others as inactive.
# The opening 7 entries, ahead of the listing:
[1] CC(C)(C)NC(=O)C(c1cccnc1)N(C(=O)c1ccc(Cl)nc1)C1CCCC1 (stereo not given)
[2] O=C(O)CC(C(=O)Nc1ccc(F)cc1)C1CCCO1 (stereo not given)
[3] CCOC(=O)C1(Cc2cccc(Cl)c2)CCCN(C(=O)c2cccc(C)n2)C1 (stereo not given)
[4] COc1ccc(Cl)cc1NC(=O)CN1CCC(NC(=O)C2CC2)CC1
[5] O=C(NNC1CC(=O)N(c2ccc(F)cc2)C1=O)c1cccnc1 (stereo not given)
[6] CC1CC1C(=O)OCC(=O)Nc1cccc([N+](=O)[O-])c1 (stereo not given)
[7] CC(C)OCCCNC(=O)CN1C(=O)COc2ccc(S(=O)(=O)N3CCCCCC3)cc21
assay / compound	1	2	3	4	5	6	7
ATG4B inhibitor	4	8	-4	-1	3	6	-5
hIAP inh	-8	9	0	14	6	-16	-12
hIAP activ	1.1	0.91	1	0.86	0.94	1.2	1.1
TIM10 inh	-27	0	14	-13	13	7	4
mIAP inh	-2	1	0	-7	0	-1	6
tim10-1 inh	0	10	21	7	10	12	-4
Apaf-1 inh	3	5	-12	8	-6	-12	0
mIAP act	1	0.99	1	1.1	1	1	0.94
NALP3 yeast inh	1	4	-3	-7	11	17	0

# The list itself, previewed entries included:
[1] CC(C)(C)NC(=O)C(c1cccnc1)N(C(=O)c1ccc(Cl)nc1)C1CCCC1 (stereo not given)
[2] O=C(O)CC(C(=O)Nc1ccc(F)cc1)C1CCCO1 (stereo not given)
[3] CCOC(=O)C1(Cc2cccc(Cl)c2)CCCN(C(=O)c2cccc(C)n2)C1 (stereo not given)
[4] COc1ccc(Cl)cc1NC(=O)CN1CCC(NC(=O)C2CC2)CC1
[5] O=C(NNC1CC(=O)N(c2ccc(F)cc2)C1=O)c1cccnc1 (stereo not given)
[6] CC1CC1C(=O)OCC(=O)Nc1cccc([N+](=O)[O-])c1 (stereo not given)
[7] CC(C)OCCCNC(=O)CN1C(=O)COc2ccc(S(=O)(=O)N3CCCCCC3)cc21
[8] CN(C(=O)COC(=O)c1ccc(S(=O)(=O)N2CCCC2)cc1)c1ccccc1
[9] CN(C)c1ccc(NC(=O)CN2CCc3ccccc3C2)cc1
[10] CCCCN(CC)Cc1c(C)[nH]c2ccccc2c1=O
assay / compound	1	2	3	4	5	6	7	8	9	10
ATG4B inhibitor	4	8	-4	-1	3	6	-5	6	-3	5
hIAP inh	-8	9	0	14	6	-16	-12	6	2	14
hIAP activ	1.1	0.91	1	0.86	0.94	1.2	1.1	0.94	0.98	0.85
TIM10 inh	-27	0	14	-13	13	7	4	8	-6	-8
mIAP inh	-2	1	0	-7	0	-1	6	19	11	0
tim10-1 inh	0	10	21	7	10	12	-4	33	-30	2
Apaf-1 inh	3	5	-12	8	-6	-12	0	-3	23	-12
mIAP act	1	0.99	1	1.1	1	1	0.94	0.81	0.89	1
NALP3 yeast inh	1	4	-3	-7	11	17	0	1	33	7

# A different layout for 2 compounds above.
entry	SMILES	ATG4B inhibitor	hIAP inh	hIAP activ	TIM10 inh	mIAP inh	tim10-1 inh	Apaf-1 inh	mIAP act	NALP3 yeast inh
9	CN(C)c1ccc(NC(=O)CN2CCc3ccccc3C2)cc1	-3	2	0.98	-6	11	-30	23	0.89	33
10	CCCCN(CC)Cc1c(C)[nH]c2ccccc2c1=O	5	14	0.85	-8	0	2	-12	1	7

# Continued:
[11] CNS(=O)(=O)c1cc(-c2nnc(N3CCOCC3)c3ccccc23)ccc1C
[12] CC(C)CN1CCC(C(=O)NCC2CCCO2)CC1 (stereo not given)
[13] CCOC(=O)C(C)N1C(=O)S/C(=C/c2cc(C)n(-c3ccncc3)c2C)C1=O (stereo not given)
[14] OCCNCC(O)Cn1c2ccccc2c2ccccc21 (stereo not given)
[15] CNC(=S)NNC(=O)c1sc2cc(C(F)(F)F)cnc2c1-c1ccccn1
[16] CC1Cc2ccccc2N1C(=O)CSc1ncccc1C(=O)O (stereo not given)
[17] COc1ccc(OC)c(/C=N/n2c(COc3ccccc3)n[nH]c2=S)c1
[18] CCOC(=O)C1=C(C)Nc2ccccc2N=C1NC(=O)Cc1ccc(Cl)c(Cl)c1
[19] O=C(CCn1c(=S)[nH]c2ccccc2c1=O)Nc1ccc(F)cc1
[20] Cc1ccc2nsnc2c1NC(=O)c1ccc([N+](=O)[O-])o1
assay / compound	11	12	13	14	15	16	17	18	19	20
ATG4B inhibitor	-6	-11	-9	0	-7	0	11	-5	-5	-1
hIAP inh	1	13	5	-3	-45	14	-16	-13	-16	9
hIAP activ	0.99	0.87	0.95	1	1.4	0.86	1.2	1.1	1.2	0.91
TIM10 inh	9	-8	5	-1	15	7	-1	-38	8	19
mIAP inh	-1	6	16	-1	22	-1	1	-21	2	2
tim10-1 inh	1	-4	30	2	18	1	22	2	17	28
Apaf-1 inh	-2	-14	18	-6	-4	-26	9	18	2	4
mIAP act	1	0.94	0.84	1	0.78	1	0.99	1.2	0.98	0.98
NALP3 yeast inh	7	3	14	16	15	5	17	-7	2	32

# Down the list, as entered above:
# Entries 13 to 19 in TIM10 inh read 5, -1, 15, 7, -1, -38, 8
# Entries 13 to 19 in NALP3 yeast inh read 14, 16, 15, 5, 17, -7, 2
# Entries 13 to 19 in hIAP activ read 0.95, 1, 1.4, 0.86, 1.2, 1.1, 1.2

# Going on with the list:
[21] CCN(c1ccccc1)S(=O)(=O)c1cccc(C(=O)OCc2nc3sc(C)c(C)c3c(=O)[nH]2)c1
[22] CCCCn1c(SCC(=O)N(C)C2CCS(=O)(=O)C2)nc2cc(S(N)(=O)=O)ccc21 (stereo not given)
[23] CCOc1ccc(C2=CC(=O)C[C@H](c3ccc(OC)cc3)C2)cc1
[24] Cc1cc(C(=O)O)c(C)n1Cc1ccncc1
[25] C=CCn1c(SCC(=O)Nc2ccccc2)nnc1-c1cccc(S(=O)(=O)N2CCOCC2)c1
[26] CC1CCCCC1NC(=O)C1CCN(C(=O)NC2CCCCC2)CC1 (stereo not given)
[27] Cc1cc(C)nc(SCc2ccc(C(=O)N/N=C3\CCCC(=O)C3)cc2)n1
[28] CCN1C(=O)/C(=C2\C=Cc3cc(C)ccc3N2CC)OC1=S
assay / compound	21	22	23	24	25	26	27	28
ATG4B inhibitor	2	-3	7	7	-2	-5	-4	3
hIAP inh	-7	-14	-8	11	-24	20	-6	23
hIAP activ	1.1	1.1	1.1	0.89	1.2	0.8	1.1	0.77
TIM10 inh	-4	5	8	-7	-9	2	9	8
mIAP inh	1	6	2	0	4	11	0	21
tim10-1 inh	9	9	20	4	7	9	-1	3
Apaf-1 inh	23	-6	14	16	-10	-5	-14	1
mIAP act	0.99	0.94	0.98	1	0.96	0.89	1	0.79
NALP3 yeast inh	-12	-8	25	0	7	10	12	35

# Screening data: PubChem BioAssay, Sanford-Burnham Center for Chemical Genomics

# This is a random part of the collection; 4.5% or so of the library scored in one or more.
